B2AR arrestin = beta2AR (human) beta-arrestin recruitment activity. 330,000 compounds, 0.02% hits. Potency, µM (titrated, usually from 46.1 µM), without a hit: at the top dose activation, most hits filed as activators. beta-arrestin recruitment to beta2AR, cell-based reporter. P07550;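 further: potency means the concentration at half of the fitted maximal effect; 0% = DMSO controls and full agonism = EC100 isoproterenol or metaproterenol; nearly all actives have a fitted effect of over 65% in size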
Target sequence (P07550 whole entry, looked up): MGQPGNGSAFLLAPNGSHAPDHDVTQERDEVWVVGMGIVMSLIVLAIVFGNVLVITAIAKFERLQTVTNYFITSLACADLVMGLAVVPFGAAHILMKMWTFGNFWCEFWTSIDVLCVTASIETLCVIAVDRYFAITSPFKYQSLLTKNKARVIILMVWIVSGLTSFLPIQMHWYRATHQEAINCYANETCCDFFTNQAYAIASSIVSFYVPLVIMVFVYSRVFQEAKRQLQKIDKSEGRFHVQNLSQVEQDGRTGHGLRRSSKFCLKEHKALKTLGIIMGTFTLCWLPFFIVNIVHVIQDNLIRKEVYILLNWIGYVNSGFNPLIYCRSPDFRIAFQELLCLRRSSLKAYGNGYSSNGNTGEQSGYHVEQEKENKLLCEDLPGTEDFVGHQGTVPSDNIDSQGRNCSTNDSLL
a7 integrin act = activates integrin-mediated alleviation for muscular dystrophy. alpha7betagal myoblasts, beta-gal FDG fluorescence, 48 h. Potency, µM (top dose mostly 38.3 µM), inactives show at the top dose activation, hits mostly activators. 350,000 compounds, 0.064% hits. AID 624291;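 further: potency means the concentration at half of the fitted maximal effect; 100% = response of the positive control SU9516; nearly all actives have a fitted effect of over 60% in size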
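Alpha7betagal+/- myoblasts (passage 13) were plated 16-24 hr, then exposed to compounds (1:260 dilution of DMSO stock) for 48 hours at 37C. After MPER lysis, β-galactosidase reporter activity was read as FDG fluorescence (ex 480/em 540) after 30 minutes.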
A-T KAP1 phos = potential ataxia-telangiectasia treatments restoring KAP-1 phosphorylation; […] A-T fibroblasts, KAP-1 phosphorylation AlphaLISA; neocarzinostatin DNA damage 30 min before lysis; AID 485349; 320,000 compounds, 0.19% hits; Potency, µM (doses to about 57.5 µM), without a hit: at the top dose activation, hits mostly activators; further: potency means the concentration at half of the fitted maximal effect; % of control where 0% means no effect; nearly all actives have a fitted effect of over 45% in size
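ATM-like activity read as KAP-1 phosphorylation via AlphaLISA donor/acceptor antibody pairs after lysis and 6 hr at 25C. Cells were ATM-null patient fibroblasts ([…], hTERT), dosed 60 min, then exposed to the DSB inducer NCS for 30 min.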
p53 reactivator = re-activators of mutant p53; H1299 p53-A138V BP100-luciferase reporter, luminescence, 24 h; Potency, µM (titrated, usually from 92.2 µM), for inactives: at the highest dose activity change, positive = activation, usual class: activators; 320,000 compounds, 0.063% hits; further: potency means the concentration at half of the fitted maximal effect; % of control where 0% means no effect; nearly all actives have a fitted effect of over 45% in size
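p53-null H1299 cells stably carrying temperature-sensitive p53-A138V and a BP100-luciferase reporter were pinned with compounds (4-point, 1:5 series) and held 24 hrs at 37 deg C. Luminescence was read 10 min after detection reagent.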
ELG1 repair inh = blocks ELG1-dependent DNA repair in HEK293T cells; HEK293T ELG1-luciferase reporter, luminescence, 16 h; DNA damage induced by 5-fluorouridine; Potency, µM (top dose mostly 46.1 µM), for the others: top-dose activity change, negative = inhibition, hits mostly inhibitors; 330,000 compounds, 2.3% hits; AID 504467; further: potency means the concentration at half of the fitted maximal effect; on the % scale 0 is the no-effect control and ±100 the full control effect; nearly all actives have a fitted effect of over 55% in size
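Step one: seed 2,000 cells per well. Step two: pin-transfer compound or DMSO alongside 5-fluorouridine. Step three: incubate 16 hr, 37 °C, 5% CO2. Step four: add ONE-Glo, wait 30 min, read luminescence.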
TRPV1 agonist = agonists of human vanilloid receptor 1 (TRPV1) | activation, % at 8.33 µM | TRPV1-expressing cells, Fluo-8 calcium influx, agonist mode | 320,000 compounds, 0.19% hits; in the data active means activation above about 80%; inconclusive means between about 30% and that limit; further: 0% is about no effect
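TRPV1-expressing cells were cultured overnight at 35.5C and loaded with Fluo-8 calcium dye for 40 to 90 min at room temperature. After a 10 s baseline, compound was added and calcium influx was read kinetically for 3 min (ex 480/em 520 nm).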
BRCA1 expr up = BRCA1 expression activation; 380,000 compounds, 1.1% hits; MCF7-BRCA1-FFLuc reporter, luminescence, 48 h; response scale: scaled: vehicle 0%, 10 µM genistein 100%; Potency, µM (titrated, usually from 46.1 µM), inactives show top-dose activation, hits mostly activators; AID 624202; further: potency means the concentration at half of the fitted maximal effect; nearly all actives have a fitted effect of over 80% in size; some results filed as inactive show a strong effect at the top dose
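Luminescence from a BRCA1-driven firefly luciferase in MCF7 cells was the read-out, taken 15 min after substrate addition following 48 h compound exposure at 37 °C. Data were normalized to a 10 microM genistein control and DMSO vehicle.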
PTAP TSG101 blk = blocks PTAP/TSG101 interaction to inhibit HIV-1 budding; Q99816; Fluorescence polarization, FITC-PTAP peptide / Tsg101 binding; Potency, µM (highest dose often 115 µM), inactives show at the top dose activity change, negative = inhibition, most hits filed as inhibitors; 340,000 tested, under 10 active; AID 493005; active means well fitted inhibition curve with a large enough effect in the main read-out, with a control signal flat, not every such curve was filed as active; inconclusive means small, poorly fitted or top-dose-only effect, or effect the other way, or a change in a side signal; inactive means no such curve, though single readings can be large or run the other way; further: potency means the concentration at half of the fitted maximal effect; % of control where 0% means no effect
Target sequence (Q99816 whole entry, looked up): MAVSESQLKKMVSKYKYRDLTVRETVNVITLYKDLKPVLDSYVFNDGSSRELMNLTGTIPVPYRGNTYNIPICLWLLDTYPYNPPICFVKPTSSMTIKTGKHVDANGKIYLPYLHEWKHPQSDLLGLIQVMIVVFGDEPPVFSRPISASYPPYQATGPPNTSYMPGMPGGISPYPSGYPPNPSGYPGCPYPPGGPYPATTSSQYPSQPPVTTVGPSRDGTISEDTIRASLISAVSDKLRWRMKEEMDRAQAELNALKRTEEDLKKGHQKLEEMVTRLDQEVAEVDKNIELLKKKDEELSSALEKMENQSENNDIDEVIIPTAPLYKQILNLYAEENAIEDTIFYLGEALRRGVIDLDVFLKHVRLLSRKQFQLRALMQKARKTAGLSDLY
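Compounds were pin-transferred onto Tsg101 binding domain (10 uM final) in HEPES pH 7.5 buffer, then FITC-PTAP peptide was added at 50 nM final. After 20 min at RT, polarization reported peptide displacement across a qHTS concentration series.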
MLL CXXC-DNA inh = MLL CXXC-DNA interaction inhibition; MLL-CXXC / FITC-HOXA9 DNA fluorescence polarization; Potency, µM (series often up to 115 µM), inactives show top-dose activity change, negative = inhibition, most hits filed as inhibitors; 290,000 compounds, 0.037% hits; AID 2662; active means well fitted inhibition curve with a large enough effect in the polarisation, with a control signal flat, not every such curve was filed as active; inconclusive means small, poorly fitted or top-dose-only effect, or effect the other way, or a change in a side signal; inactive means no such curve, though single readings can be large or run the other way; the % refers to the polarisation; further: potency means the concentration at half of the fitted maximal effect
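Steps: dispense CXXC domain solution (7 uM) → pin compounds or unlabeled HOX-A9 DNA control → 5 min ambient → add FLSN-HOX-A9 solution (50 nM) → spin → 30 min ambient → fluorescence polarization. Tris pH 7.5/NaCl/DTT/BSA buffer.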
TCR act = T cell receptor activation; primary human leukocytes, anti-CD3, IL-2 HTRF, 48 h; Potency, µM (series often up to 9.22 µM), for the others: at the top dose activation of IL-2 secretion, hits mostly activators; 330,000 tested, under 10 active; further: % of control where 0% means no effect
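TCR engagement came from a-CD3 beads alone, with compounds added to primary human leukocytes for 48 hr. Secreted IL-2 bridged europium cryptate- and d2-labelled anti-IL-2 antibodies, giving FRET emission at 665nm after 320nm excitation.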
* = called active by the depositor; ? = inconclusive; · = no result given; [ ] = another dose, or the depositor's remark. Unless noted, the call rests on the fitted dose curve; in most records, active means well fitted curve in the direction sought with a large enough effect; inconclusive means small, poorly fitted or top-dose-only effect, or another doubt; inactive means no such curve, though single readings can be large; an effect the other way counts as inactive or inconclusive.

#	SMILES	B2AR arrestin	a7 integrin act	A-T KAP1 phos	p53 reactivator	ELG1 repair inh	TRPV1 agonist	BRCA1 expr up	PTAP TSG101 blk	MLL CXXC-DNA inh	TCR act
1	Cc1ncc(CN2CCCC(C(=O)Nc3ccc(-c4ccco4)cc3)C2)cn1 (stereo unspecified)	-0.3%	-2%	7%	-8%	6%	-2	12%	0%	3%	2%
2	O=[N+]([O-])c1ccc(N2CCCCC2)cc1SCCO	-0.2%	40%	4%	-4%	-15%	1	15%	3%	-2%	-4%
3	COc1ccc(CN(C(=O)CNC(=O)c2ccco2)C(C(=O)NCC2CCCO2)c2ccccc2)cc1 (stereo unspecified)	4.7%	16%	14%	3%	12%	-4	-19%	-1%	6%	-4%
4	CCn1c(SCC(=O)N(C)C2CCCCC2)nc2cc(S(N)(=O)=O)ccc21	0.1%	-22%	-8%	2%	-3%	-1	-8%	0%	·	-4%
5	COC(=O)c1ccc(NC(=O)CN(c2ccc(C)cc2)S(=O)(=O)c2c(C)n[nH]c2C)cc1	0.0%	32%	-6%	-9%	?	0	-13%	-2%	-6%	9%
6	O=S(c1ccccc1O)S(=O)c1ccccc1O (stereo unspecified)	·	-10%	·	·	·	·	-16%	-5%	·	7%
7	COc1ccc(OCc2nnc(SCC(=O)N3c4ccccc4Sc4ccc(Cl)cc43)o2)cc1	0.7%	9%	2%	10%	?	-2	-67%	1%	13%	1%
8	O=C(O)c1ccccc1NCc1cccnc1	·	13%	·	·	·	·	-5%	-3%	·	-2%
9	COc1ccc(C2C(C#N)=C(N)Oc3cc(O)ccc32)cc1C (stereo unspecified)	3.0%	-29%	-6%	·	2%	14	-19%	0%	-8%	-5%
10	CCOC(=O)Cc1csc(NC(=O)Nc2ccc(C)cc2)n1	0.1%	-5%	0%	2%	-2%	24	46%	-3%	-2%	0%
11	CCOc1ccc2[nH]cc(C(=O)N3CCN(C4CCCCC4)CC3)c(=O)c2c1	·	3%	·	·	·	·	0%	-13%	·	0%
12	CCN(C(=O)COC(=O)COc1ccc2c(c1)CCC2)c1c(N)n(Cc2ccccc2)c(=O)[nH]c1=O	-0.2%	18%	1%	5%	21%	-3	-3%	1%	·	-1%
13	COc1ccc(CCNCC(=O)Nc2ccc(OC(F)(F)F)cc2)cc1OC	0.4%	5%	-9%	·	7%	?	-1%	-3%	-3%	-7%
14	COc1cc(OC)cc(-c2sc3ccc(OC)cc3c2C#CC(C)(C)O)c1	0.5%	12%	?	-3%	?	-2	-12%	-3%	·	2%
15	C[C@H](NC(=O)OCc1ccccc1)C(=O)NNC(=O)[C@H](C)NC(=O)OCc1ccccc1	-0.4%	1%	-23%	2%	10%	-1	5%	·	-21%	1%
16	S=C(NCCN1CCOCC1)NC1CCCCC1	-0.7%	-20%	1%	1%	10%	1	2%	-5%	-1%	-9%
17	O=C(COC(=O)c1ccccc1F)Nc1ccc2c(c1)OCCO2	-0.7%	-1%	9%	-3%	18%	3	13%	-6%	·	6%
18	O=c1c(-c2cc3ccccc3o2)[n+]([O-])c2ccccc2n1OCc1ccccn1	0.1%	23%	-15%	?	?	9	20%	?	6%	-6%
19	CN(C)c1ccc(C=NCCC2(O)CCOC(C)(C)C2)cc1 (stereo unspecified)	0.0%	-2%	2%	10%	19%	-2	9%	-2%	3%	3%[46.1 µM]
20	Cc1ccccc1NC(=S)N(C)C1(c2ccccc2Cl)CCCCC1=O (stereo unspecified)	-0.4%	9%	-4%	-6%	-10%	-1	-22%	-1%	-5%	1%

Exported with each value named: entries from further up
(16) S=C(NCCN1CCOCC1)NC1CCCCC1
  B2AR arrestin: -0.7%	a7 integrin act: -20%	A-T KAP1 phos: 1%	p53 reactivator: 1%	ELG1 repair inh: 10%	TRPV1 agonist: 1	BRCA1 expr up: 2%	PTAP TSG101 blk: -5%	MLL CXXC-DNA inh: -1%	TCR act: -9%

(17) O=C(COC(=O)c1ccccc1F)Nc1ccc2c(c1)OCCO2
  B2AR arrestin: -0.7%	a7 integrin act: -1%	A-T KAP1 phos: 9%	p53 reactivator: -3%	ELG1 repair inh: 18%	TRPV1 agonist: 3	BRCA1 expr up: 13%	PTAP TSG101 blk: -6%	MLL CXXC-DNA inh: ·	TCR act: 6%

(18) O=c1c(-c2cc3ccccc3o2)[n+]([O-])c2ccccc2n1OCc1ccccn1
  B2AR arrestin: 0.1%	a7 integrin act: 23%	A-T KAP1 phos: -15%	p53 reactivator: ?	ELG1 repair inh: ?	TRPV1 agonist: 9	BRCA1 expr up: 20%	PTAP TSG101 blk: ?	MLL CXXC-DNA inh: 6%	TCR act: -6%

(19) CN(C)c1ccc(C=NCCC2(O)CCOC(C)(C)C2)cc1 (stereo unspecified)
  B2AR arrestin: 0.0%	a7 integrin act: -2%	A-T KAP1 phos: 2%	p53 reactivator: 10%	ELG1 repair inh: 19%	TRPV1 agonist: -2	BRCA1 expr up: 9%	PTAP TSG101 blk: -2%	MLL CXXC-DNA inh: 3%	TCR act: 3%[46.1 µM]

Next section.
#	SMILES	B2AR arrestin	a7 integrin act	A-T KAP1 phos	p53 reactivator	ELG1 repair inh	TRPV1 agonist	BRCA1 expr up	PTAP TSG101 blk	MLL CXXC-DNA inh	TCR act
21	COCc1ccc(C(=O)OC(C)C(=O)Nc2c(C)n(C)n(-c3ccccc3)c2=O)cc1 (stereo unspecified)	-0.8%	1%	7%	-6%	29%	0	1%	-3%	·	-4%
22	O=C(c1cccs1)c1cn(CC(=O)N2CCc3ccccc3C2)c2ccccc12	-1.4%	-3%	10%	4%	-14%	0	-17%	0%	0%	-4%
23	CS(=O)(=O)c1ccc(Cl)c(C(=O)NC2CCSc3ccccc32)c1 (stereo unspecified)	0.2%	33%	5%	9%	17%	2	-4%	-2%	8%	-2%
24	Cc1[nH]c2ccccc2c1C(=O)CSc1n[nH]c(N)n1	-0.2%	15%	3%	-1%	9%	1	-17%	-1%	5%	·
25	CC(C)CCOc1ccc(/C=C2\CCn3c2nc2cc(C(=O)O)ccc2c3=O)cc1	0.4%	-4%	0%	7%	1%	3	22%	-4%	?	10%
26	Cc1c(Cc2ccccc2)c(=O)oc2cc(OCc3ccc(C(=O)O)cc3)ccc12	1.3%	8%	-1%	14%	17%	2	54%	-4%	-5%	-25%
27	COc1ccc2[nH]c3c(c2c1)CCN1C(=O)N([C@@H](C)C(=O)NC2CCCCC2C)C(=O)[C@]31C (stereo partly specified)	3.2%	1%	-2%	14%	-9%	7	-18%	-6%	3%	-3%
28	COc1ccc(-c2nnc(SCC(=O)c3cc(C)n(Cc4cccs4)c3C)o2)cc1	-0.4%	26%	3%	-7%	3%	-25	19%	1%	16%	-11%
29	CSc1cccc(NC(=O)NNC(=O)C2CCN(S(=O)(=O)N(C)C)CC2)c1	-1.0%	13%	-1%	-1%	-1%	0	13%	-1%	12%	2%
30	COc1ccc(NC(=O)CNc2cccc(S(=O)(=O)N3CCCCCC3)c2)c([N+](=O)[O-])c1	-0.2%	15%	13%	12%	10%	1	0%	-6%	·	-3%
31	Cc1cccc(NC(=S)NC(C)(C)CC(C)(C)C)c1	-0.3%	?	5%	2%	?	?	-2%	-7%	-9%	-9%
32	O=C(CSc1nnnn1-c1ccccc1F)NNC(=O)c1ccco1	0.3%	1%	2%[11.5 µM]	1%	15%	0	-6%	-3%	23%	-3%
33	CCn1c(CNC(=O)c2ccc(OC)c(OC)c2)nnc1SCC(=O)Nc1ccc(OC)cc1	-0.2%	2%	1%	0%	-3%	1	-36%	1%	3%	0%[46.1 µM]
34	O=C(/C=C/c1ccc(F)cc1)N1CCN(S(=O)(=O)/C=C/c2ccccc2)CC1	0.3%	6%	4%	2%	10%	13	0%	1%	?	6%
35	Cc1ccc(-n2c(N)c(Br)c(=O)[nH]c2=O)cc1C	0.4%	-2%	1%	-1%	3%	-4	-25%	-1%	-5%	-8%
36	Cc1ccc(C)c(-n2c(-c3ccc(Br)cc3)csc2=NC(=O)c2ccccc2F)c1	0.5%	-17%	-7%	14%	12µM*	7	-47%	-1%	-7%	1%
37	Cc1nn(-c2ccccc2)c(C)c1/C=N/O	-0.2%	-15%	7%	?	?	-1	0%	-2%	10%	-1%
38	CC(C)N1C(=O)NC2(c3ccccc3)N(C)C(=O)N(C)C12c1ccccc1 (stereo unspecified)	0.0%	-20%	4%	9%	-2%	?	2%	-1%	-1%	2%
39	COc1ccccc1-c1sc2cc3c(cc2c1-c1ccc2c(c1)OCO2)OCO3	0.2%	23%	6%	?	?	2	-16%	-5%	·	-6%
40	COc1cc(/C=N\Nc2ccc([N+](=O)[O-])cn2)ccc1OCC(=O)O	0.0%	·	1%	10%	5%	1	·	·	8%	·
41	O=C1c2ccccc2C(=O)N1CCOc1ccccc1	·	3%	·	·	·	·	31%	1%	·	-25%
42	O=C(NCCCSc1ccccc1)c1cccnc1	-0.2%	-41%	-16%	-5%	-16%	2	3%	0%	-17%	3%
